# IL1B NFkB pot – enhances IL-1B driven NFkB nuclear translocation | hit rate 0.3% among 94,000 | activation, % at 2 µM | HUVEC IL-1B NFkB p65 nuclear translocation imaging;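 active means activation above 40%, about the mean plus 3 SD, also judged a hit on visual image review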;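 further: percent activation is computed from the nuclear over cytoplasmic p65 intensity ratio; values of inactives mirror those of a sister screen read the other way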
# PLAP inhibitors HTS – inhibition of human placental alkaline phosphatase – biochemical, luminescence, HTS (AID 690); purified PLAP, luminescent substrate; higher % means a stronger effect; hit rate 0.08% among 96,000; one-dose inhibition, % at 20 µM; IC50 in µM for titrated hits; in the data active means a potency from the dose series; inactive means the rest, 99 in 100 with inhibition below about 30%; further: strong numbers were not always called active
# Bcl-B TR3 displacers – displacers of TR3 peptide from Bcl-B, primary screen, selectivity assay for Bfl-1 inhibitor project, biochemical, fluorescence polarization | hit rate 0.11% among 96,000 | FP displacement of FITC-TR3 peptide from Bcl-B; higher % means a stronger effect | displacement, % at 20 µM; hits with a dose series show IC50 in µM | AID 748;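 active means displacement above 50% at 20 µM plus a fluorescence interference ratio under 1.5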;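 further: plate controls were wells without compound for no effect and wells lacking Bcl-B protein for full effect; a part of the inactive calls stands beside numbers as strong as those of hits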
# MRP resist rev – MRP-mediated drug resistance reversal; H69AR cells + 2 uM doxorubicin, CellTiter-Glo, 72 h; differential viability (reversal), % at 10 µM; hit rate 0.04% among 85,000; AID 602;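 active means viability drop by adding the cancer drug above about 55%, with treated viability meeting a 40% cutoff, limit read from the data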;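 further: viability without doxorubicin minus viability with 2 µM doxorubicin for each compound; larger differential means the compound sensitizes cells more to doxorubicin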
# NFkB transloc inh – blocks IL-1B driven NFkB nuclear translocation in HUVEC cells. HUVEC IL-1B NFkB p65 nuclear translocation imaging. inhibition, % at 2 µM. hit rate 0.43% among 94,000. AID 796;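 active means inhibition above about 30% together with a positive call from visual inspection of the well image, limit read from the data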;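 further: nuclear over cytoplasmic p65 intensity ratio measured by imaging; 0% = IL-1B stimulated DMSO wells and 100% = unstimulated DMSO wells; values of inactives mirror those of a sister screen read the other way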
# MRP resist rev cytotoxicity – recorded beside MRP resist rev, whose call it bears; viability, %; H69AR cells, CellTiter-Glo, 72 h; measured here: cytotoxicity without doxorubicin
# MRP resist rev with doxorubicin – second read-out of MRP resist rev, no call of its own (marks repeat the call); viability, %; measured here: viability with 2 uM doxorubicin; hits give low values
# NFkB transloc inh cell count 2 µM – further read-out of NFkB transloc inh, marked with its call; cell count; measured here: cells passing quality filter;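 raw number of nuclei counted in each imaged well without normalization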
# IL1B NFkB pot cell count 2 µM – second read-out of IL1B NFkB pot, no call of its own (marks repeat the call); cell count; measured here: cells passing quality filter
# Active calls of the source: *; nt = not tested or not shown. These rows are one share of the data (hit frequency here may not be typical).
SMILES,IL1B NFkB pot,IL1B NFkB pot cell count 2 µM,PLAP inhibitors HTS,Bcl-B TR3 displacers,MRP resist rev,MRP resist rev cytotoxicity,MRP resist rev with doxorubicin,NFkB transloc inh,NFkB transloc inh cell count 2 µM
CCC1Oc2ccc(C)cc2N(CC(=O)NCCc2ccc(OC)c(OC)c2)C1=O (configuration not stated),-1.2,190,nt,nt,11.9,90.5,78.6,1.2,190
Cc1ccc2cc(C#N)c(N3CCCN(S(=O)(=O)c4ccccc4)CC3)nc2c1C,3.7,77,nt,nt,0.2,76.6,76.3,-3.7,77
CN(Cc1nc2ccccc2c(=O)[nH]1)CC(O)COCc1ccco1 (configuration not stated),9.6,126,-51.5%,0.0%,9.9,92.4,82.5,-9.6,126
O=C(Nc1cccc2nsnc12)c1ccc(F)cc1,-8.3,118,-25.3%,-2.2%,-1.9,85.8,87.7,8.3,118
CCOC(=O)C(NCc1ccc(F)cc1)(NC(=O)c1ccccc1)C(F)(F)F (configuration not stated),3.1,131,nt,nt,2.0,93.8,91.8,-3.1,131
Fc1ccc(Cn2nnc(-c3ccc(CN4CCOCC4)cc3)n2)cc1,2.6,180,-41.3%,-9.9%,19.1,94.2,75.0,-2.6,180
CC1CN(CC(O)COc2ccc(C(=O)c3ccccc3)cc2)CC(C)O1 (configuration not stated),0.7,95,-19.9%,4.0%,0.8,96.7,95.9,-0.7,95
CCN(CC)S(=O)(=O)c1cc(C(=O)NC2CCCCC2)ccc1C,nt,nt,-38.0%,-14.8%,-67.5,42.3,109.7,nt,nt
Clc1ccc2c(c1)-c1nnc(Br)n1-c1ccccc1S2,1.4,175,nt,nt,7.0,90.6,83.6,-1.5,175
NC(=O)C1C(c2ccccc2)=C1c1ccccc1,10.3,193,10.6%,-8.4%,16.6,99.7,83.1,-10.3,193
COc1ccc2c(c1)CC/C(=C\c1ccc(OC)c(Cn3cccn3)c1)C2=O,1.5,172,-50.2%,-9.3%,nt,nt,nt,-1.5,172
CCn1c(-c2cc3ccccc3cc2O)n[nH]c1=S,10.5,162,-193.6%,-6.1%,26.5,107.9,81.4,-10.5,162
O=C(C1CCCCC1)N(Cc1nc2sc3c(c2c(=O)[nH]1)CCCC3)Cc1cccs1,26.9,206,-31.6%,-0.3%,-4.4,66.5,70.9,-26.9,206
CCOc1ccc(N(CC(=O)NCCCOC)S(C)(=O)=O)cc1,nt,nt,2.9%,2.5%,-1.4,86.1,87.5,nt,nt
O=C1OCCC1Sc1nnc(-c2ccc3c(c2)OCO3)n1-c1ccccc1 (configuration not stated),-3.6,197,-5.7%,3.2%,7.1,98.2,91.2,3.6,197
Cn1c(=O)[nH]c(=O)c2c1nc(CN1CCN(c3ccc(F)cc3)CC1)n2CCCc1ccccc1,3.9,175,4.8%,0.9%,-0.9,71.4,72.3,-3.9,175
O=C(Cc1cccs1)N1CCCC(c2nc(-c3ccc(S(=O)(=O)N4CCCC4)cc3)no2)C1 (configuration not stated),25.1,199,-61.0%,4.7%,-1.5,80.9,82.4,-25.1,199
Cc1cc(C)c2[nH]c(=O)c(C(c3nnnn3CC3CCCO3)N3CCC(C)CC3)cc2c1 (configuration not stated),nt,nt,-56.5%,8.3%,-13.9,66.1,80.0,nt,nt
COC(=O)CCC(=O)Nc1ccc(S(=O)(=O)N2CCCCCC2)cc1,3.1,106,-5.8%,-1.7%,nt,nt,nt,-3.1,106
CCNC(=O)Nc1cc2nc(C)n(Cc3ccc(Br)cc3)c2nc1C,10.0,88,-75.0%,9.3%,nt,nt,nt,-10.0,88

# Some of these compounds in order of the IL1B NFkB pot cell count 2 µM value, smallest number first:
SMILES	IL1B NFkB pot	IL1B NFkB pot cell count 2 µM	PLAP inhibitors HTS	Bcl-B TR3 displacers
CCNC(=O)Nc1cc2nc(C)n(Cc3ccc(Br)cc3)c2nc1C	10.0	88	-75.0%	9.3%
O=C(Nc1cccc2nsnc12)c1ccc(F)cc1	-8.3	118	-25.3%	-2.2%
NC(=O)C1C(c2ccccc2)=C1c1ccccc1	10.3	193	10.6%	-8.4%

# Additional compounds follow.
SMILES,IL1B NFkB pot,IL1B NFkB pot cell count 2 µM,PLAP inhibitors HTS,Bcl-B TR3 displacers,MRP resist rev,MRP resist rev cytotoxicity,MRP resist rev with doxorubicin,NFkB transloc inh,NFkB transloc inh cell count 2 µM
CC(CC1C(C#N)=C(N)SC(N)=C1C#N)c1ccccc1 (configuration not stated),1.6,159,-42.7%,-297.3%,-12.3,76.6,88.9,-1.6,159
Cc1ccc(Cl)cc1N1CCN(Cc2nc3c(c(=O)[nH]c(=O)n3C)n2CCc2ccccc2)CC1,17.1,161,nt,nt,-2.4,4.3,6.8,-17.1,161
COc1ccc(C(C(=O)Nc2ccc(F)cc2)N(C(=O)Cn2nnc3ccccc32)C2CC2)cc1 (configuration not stated),4.3,149,1.0%,-3.8%,nt,nt,nt,-4.3,149
CCOc1cccc(N2C(=O)CC(N(CCc3ccc(OC)c(OC)c3)C(=O)CC)C2=O)c1 (configuration not stated),-2.7,175,-43.9%,-3.5%,14.1,94.0,79.9,2.7,175
O=C(Nc1ccc(NC(=O)C2CC2)nc1)c1ccccn1,9.1,139,24.5%,-1.5%,-3.2,83.1,86.3,-9.1,139
CCC(=O)N1CCCc2cc(S(=O)(=O)N3CCN(c4ccccn4)CC3)ccc21,nt,nt,-58.6%,-7.7%,-1.0,88.6,89.7,nt,nt
Cc1ccc(-n2c(-c3ccco3)nc3nc4ccccc4nc32)cc1F,-11.3,137,-1.1%,-8.9%,nt,nt,nt,11.3,137
Cc1cc(C)n(-c2c(F)c(F)c(CN3CCCCC3)c(F)c2F)n1,nt,nt,-49.6%,-1.8%,4.4,96.0,91.7,nt,nt
CCOc1ccc(C2C3=C(CCCC3=O)Nc3nc(C(F)(F)F)nn32)cc1OC (configuration not stated),nt,nt,-19.8%,-4.3%,8.4,102.7,94.2,nt,nt
CS(=O)(=O)c1ccc2nc(NC(=O)CN3CCCCCC3)sc2c1,-3.1,76,-68.6%,1.6%,nt,nt,nt,3.1,76
Cc1ccc2c(c1)NC(=O)C(CC(=O)NCCN(CC(C)C)CC(C)C)O2 (configuration not stated),-1.5,49,-20.2%,0.7%,-2.4,76.7,79.1,1.5,49
Cc1ccc(C(=O)OCC(=O)Nc2ncc(C(F)(F)F)cc2Cl)cc1NC(=O)c1ccco1,7.9,201,-15.4%,8.1%,-4.5,87.2,91.7,-7.9,201
Cc1sc2ncnc(Oc3ccc(-n4ccnc4)cc3)c2c1C,nt,nt,-62.5%,-11.2%,-22.6,67.9,90.5,nt,nt
Cc1cc2c(c(=O)n1Cc1cccnc1)C(c1ccc(F)cc1)C(C#N)=C(N)O2 (configuration not stated),-0.6,115,13.9%,0.8%,-22.3,69.7,92.1,0.6,115
Cc1cc(NCCO)nc(N2CCOCC2)n1,-7.8,157,-8.6%,2.8%,10.7,98.0,87.3,7.8,157
O=c1c2cc(F)ccc2[nH]c(=S)n1CCCN1CCOCC1,0.1,166,4.9%,6.6%,-0.7,97.8,98.5,-0.1,166
CCc1c(C)[nH]c2ccccc2c1=O,nt,nt,-0.7%,0.1%,5.5,90.5,85.0,nt,nt
COc1ccc(S(=O)(=O)N2CCC(C(N)=O)(N3CCCCC3)CC2)cc1,-9.7,186,9.8%,19.9%,15.4,95.5,80.2,9.8,186
Cc1oc(C(=O)O)cc1CSCc1ccoc1C(=O)O,7.6,141,10.3%,1.9%,-13.9,93.8,107.8,-7.6,141
CCOC(=O)N1CCN(C(=O)CSc2nnc(C3COc4ccccc4O3)o2)CC1 (configuration not stated),-3.0,188,-6.7%,-14.9%,10.8,98.5,87.7,3.0,188
CC1C(c2ccccc2)N(C)CCC12NC(=O)NC2=O (configuration not stated),-1.0,144,-9.1%,-8.8%,-5.2,95.5,100.7,1.0,144
CCNc1oc(COc2ccccc2F)nc1C#N,-7.2,86,28.1%,1.3%,nt,nt,nt,7.2,86
CNc1cc(C(F)(F)F)nc(-c2ccccn2)n1,2.6,115,-4.3%,3.7%,nt,nt,nt,-2.6,115
C=CCN(CC(=O)Nc1c(C)cccc1CC)C(=O)SCCC,16.4,178,0.9%,3.2%,nt,nt,nt,-16.4,178
COCCN(CC(=O)NCC1CCCO1)C(=O)CCC(=O)Nc1cc(C)ccn1 (configuration not stated),-4.0,107,nt,nt,-14.8,88.7,103.6,4.0,107
CCOc1cccc(Oc2ccc(C(F)(F)F)cn2)c1,15.9,181,-4.2%,-3.5%,9.8,102.2,92.4,-15.9,181
Cc1cc(C(F)F)n2nc(C(=O)Nc3cccc(C(F)(F)F)c3)nc2n1,1.7,115,-2.0%,0.4%,-4.8,90.7,95.5,-1.7,115
CCOC(=O)C(CSCC(=O)c1ccc(Br)cc1)NC(=O)OC(C)(C)C (configuration not stated),4.8,113,-60.8%,-18.4%,6.6,88.2,81.6,-4.8,113
O=C(CCS(=O)(=O)Cc1ccccc1)N1CCc2ccccc2C1,17.7,136,21.2%,-4.2%,-3.0,79.2,82.2,-17.7,136
CN(C(=S)NC(=O)C1(C)CC1(Cl)Cl)c1ccccc1 (configuration not stated),12.0,174,8.1%,4.3%,nt,nt,nt,-12.0,174
CC1CCN(c2nc3c(c(=O)[nH]c(=O)n3C)n2CCSc2nc3ccccc3o2)CC1,13.3,68,-8.5%,-0.9%,-3.0,70.1,73.1,-13.3,68
C=CCn1c(SCC(=O)Nc2ccccc2OC)nnc1-c1ccco1,-4.2,172,8.0%,-6.5%,2.3,87.4,85.1,4.3,172
CCOc1ccc2c(c1)n([O-])c1c([n+]2=O)CCCC1,nt,nt,-2.1%,-0.5%,0.8,76.0,75.2,nt,nt
COc1ccc(CCn2c(C)cc(C(=O)CSc3nc(N)cc(=O)[nH]3)c2C)cc1,-15.3,119,10.0%,-18.0%,0.9,68.5,67.6,15.3,119
O=C1CC(c2ccc3c(c2)OCO3)Sc2nc3ccccc3n21 (configuration not stated),7.6,128,3.6%,6.7%,-1.3,94.4,95.7,-7.7,128
CCOC(=O)C1CCN(S(=O)(=O)c2ccc(C)cc2)CC1,-1.9,121,-25.0%,-14.2%,-3.6,102.5,106.2,1.9,121
O=C1CSC(c2cccs2)N1c1ccccc1 (configuration not stated),3.0,190,-9.1%,4.6%,7.9,99.2,91.3,-3.0,190
Cc1ccc(S(=O)(=O)NC(CC(=O)O)c2ccccc2)c(C)c1 (configuration not stated),18.9,136,-11.4%,-2.3%,13.8,98.6,84.8,-18.9,136
CCn1c(SCC(=O)Nc2sc3c(c2C#N)CCC(C(C)(C)C)C3)nnc1-c1ccco1 (configuration not stated),3.5,127,-20.3%,8.1%,nt,nt,nt,-3.5,127
O=C(O)c1ccccc1N/N=C\c1ccnc2ccccc12,1.9,173,2.2%,-14.5%,nt,nt,nt,-1.9,173
CCCCOC(=O)Cn1cnc2ccc(Br)cc2c1=O,8.1,183,-2.3%,-9.7%,-1.9,86.7,88.5,-8.1,183
CC1(C)NC(=O)N(CCOc2cccc(Cl)c2Cl)C1=O,20.9,133,13.8%,-1.8%,13.6,98.4,84.8,-20.9,133
CCC(C)NS(=O)(=O)c1ccc(NS(C)(=O)=O)cc1 (configuration not stated),7.3,119,-2.7%,-5.4%,-6.1,92.0,98.1,-7.3,119
CCOC(=O)Cn1c(=O)oc2cc(S(=O)(=O)NCc3ccccn3)ccc21,4.4,53,-104.9%,-27.7%,5.0,93.5,88.5,-4.4,53
Cc1ccc(CSC2=NCCN2C(=O)c2ccco2)cc1,-26.3,47,8.4%,-0.5%,-1.0,94.0,95.0,26.3,47
C=CCc1ccc(OCCOCCN(C)C)c(OC)c1,16.1,63,6.0%,1.7%,5.0,104.6,99.6,-16.1,63
Cc1cc2ccccc2n2c(SCC(=O)NCc3cccs3)nnc12,15.4,54,-81.8%,16.3%,9.3,100.9,91.6,-15.4,54

# Record cards, from the list above. Order of screens: IL1B NFkB pot	IL1B NFkB pot cell count 2 µM	PLAP inhibitors HTS	Bcl-B TR3 displacers	MRP resist rev	MRP resist rev cytotoxicity	MRP resist rev with doxorubicin	NFkB transloc inh	NFkB transloc inh cell count 2 µM
# `Cc1ccc(-n2c(-c3ccco3)nc3nc4ccccc4nc32)cc1F` across the screens: -11.3	137	-1.1%	-8.9%	nt	nt	nt	11.3	137
# `Cc1cc(C)n(-c2c(F)c(F)c(CN3CCCCC3)c(F)c2F)n1` across the screens: nt	nt	-49.6%	-1.8%	4.4	96.0	91.7	nt	nt
